All columns: NCI-60 one-dose screen, growth in % after 48 h at 10 µM unless noted; 100 = growth as untreated, 0 = no growth, -100 = all killed.
NCI-H522: NCI-H522 lung cancer; 78,000 tested, 8% active; AID 1794739
NCI-H226: NCI-H226 lung cancer; 79,000 tested, 3.5% active; AID 1794732
NCI-H460: NCI-H460 lung cancer | AID 1794736 | 82,000 tested, 6.8% active
HT29: HT29 colon cancer; AID 1794748; 81,000 tested, 7.4% active
NCI-H322M: NCI-H322M lung cancer; 80,000 tested, 2.7% active; AID 1794733
NCI-H23: NCI-H23 lung cancer; AID 1794731; 80,000 tested, 4% active
HCT-15: HCT-15 colon cancer. AID 1794746. 82,000 tested, 5.2% active
SW-620: SW-620 colon cancer; 82,000 tested, 5.2% active
COLO 205: COLO 205 colon cancer; 79,000 tested, 7.3% active
Starred values were filed as active, the others as inactive; . = not tested or not shown; & = joins results of further samples; [ ] = another dose, or the depositor's remark. Rule for the calls: active = growth percent below 10; inactive = the rest.

SMILES	NCI-H522	NCI-H226	NCI-H460	HT29	NCI-H322M	NCI-H23	HCT-15	SW-620	COLO 205
CC1CN=C(c2cccc(-c3ccc(-c4ccccc4)o3)c2)N1 (stereo unspecified)	-64*	30	-25*	-44*	4.4*	28	-58*	-41*	-83*
CC(C)NCC(O)COc1cccc2[nH]ccc12 (stereo unspecified)	93	94	116	103	.	113	100	107	102
CCN1C(=O)N(CC)C2SC(N/N=C/c3ccc(OC)cc3)=NC21 (stereo unspecified)	17	51	2.6*	15	42	25	12	20	2.7*
O=S(=O)(c1cccc(NC2=Nc3cccc4cccc2c34)c1)N1CCCC1	75	62	51	67	80	61	60	64	96
O=C(OCCCCCCN1CCOCC1)C1(c2ccccc2)CCCCC1	100	87	94	75	106	84	67	98	109
COc1ccc2c(c1)C(=O)c1c-2c(=O)n(CCCN(C)C)c2cc(OC)c(OC)cc12	56	71	11	61	80	49	82	57	100
O=C(O)c1ccc(-n2cc(CNc3ccc(C(F)(F)F)cc3)c(-c3ccccc3)n2)cc1	94	104	94	114	101	92	84	98	107
COc1cc(C2=NN(C(C)=O)C(c3ccc(OC(C)=O)cc3OC(C)=O)O2)c(OC(C)=O)c2ccccc12 (stereo unspecified)	-7.8*	27	9.8*	30	20	38	33	31	10
COc1ccc(-c2cc(/C=C/C(=O)c3ccc(N)cc3)[nH]n2)cc1	-24*	25	-50*	10	12	27	17	-38*	7.6*
N[C@H](CS)C(=O)O	.	105	103	96	84	102	97	106	120
CC(C)(C)NC(C1=CC(C)(C)c2ccccc2C1=O)c1ccccc1 (stereo unspecified)	-81*	-69*	-49*	-60*	-1.1*	9.5*	-59*	-82*	-92*
CCN(CC)c1ccc(N=Nc2ccc(S(=O)(=O)O)cc2)cc1	95	112	114	116	121	113	115	112	112
O=C(CN1CCN(c2cc3c(cc2F)c(=O)c(C(=O)O)cn3C2CC2)CC1)N/N=C/c1c[nH]c2ccccc12	85	98	101	109	93	91	97	100	104
c1cncc(-c2nc(-c3c[nH]c4ccccc34)cs2)c1	93	85	85	77	86	90	85	93	75
Cc1nc2ncccn2c1-c1csc(N)n1	102	104	104	119	133	113	96	102	111
Nc1nccc(=O)[nH]1	90	111	111	94	100	94	110	113	107
O=C(NCCN1CCOCC1)c1ccc2c(c1)nc(Nc1cccc(Cl)c1)c1ccncc12	93	93	96	108	95	102	96	113	109
COc1cc(-n2cc(COc3ncnc4sc5c(c34)CCCC5)nn2)cc(OC)c1OC	54	75	91	82	89	81	82	93	88
Cc1ccc(NC(=O)NCn2c(=O)[nH]c3ccccc3c2=O)cc1	74	23	65	109	89	53	92	79	115
N/C(=N\S(=O)(=O)c1ccc2oc(=O)ccc2c1)Nc1nc2ccccc2s1	86	91	97	100	94	89	105	110	97
O=C1C[C@H](Sc2nc(-c3ccc(F)cc3)cc(C(F)(F)F)n2)[C@H]2CO[C@@H]1O2	-62*	103	106	75	108	99	63	67	76
C1CN(CCN2CCOCC2)CCO1	99&102	99	106&102	102&107	127&98	100&95	112&96	106&100	117&106
O=C(O)c1ccccc1Nc1ccccc1	106	97	106	109	108	105	98	109	115
O=C(OC(c1ccccc1)C(OC(=O)c1ccccc1)c1ccccc1)c1ccccc1 (stereo unspecified)	84	103	107	89	97	104	106	103	113
COC(=O)[C@@]12CC=C(C)[C@]3(C[C@H](c4ccoc4)OC3=O)[C@H]1C=C[C@@H](O)[C@@]2(O)C(=O)OC	66	116	111	85	89	100	108	113	110
CCOC(=O)/C(CC)=N\O	94	95	106	95	94	97	105	98	114
O=S(=O)(c1ccc(NCn2ccnc2)cc1)c1ccc(NCn2ccnc2)cc1	95	103	107	106	100	100	102	103	116
Cc1c(C(=O)NC(Cc2ccccc2)C(=O)C(=O)NCCc2ccccn2)[nH]c2ccccc2c1=O (stereo unspecified)	93	103	105	104	103	100	98	111	113
Cc1cc(C)c2c(N)c(C(=O)c3ccccc3)sc2n1	.	99	108	111	113	98	109	104	123
S=C(c1ccc2c(c1)OCO2)N1CCN(c2ccccc2Cl)CC1	75	88	102	94	103	101	96	102	97

Exported as comma-separated lines: part of the list above
Molecule,NCI-H522,NCI-H226,NCI-H460,HT29,NCI-H322M,NCI-H23,HCT-15,SW-620,COLO 205
COc1cc(-n2cc(COc3ncnc4sc5c(c34)CCCC5)nn2)cc(OC)c1OC,54,75,91,82,89,81,82,93,88
Cc1ccc(NC(=O)NCn2c(=O)[nH]c3ccccc3c2=O)cc1,74,23,65,109,89,53,92,79,115
N/C(=N\S(=O)(=O)c1ccc2oc(=O)ccc2c1)Nc1nc2ccccc2s1,86,91,97,100,94,89,105,110,97
O=C1C[C@H](Sc2nc(-c3ccc(F)cc3)cc(C(F)(F)F)n2)[C@H]2CO[C@@H]1O2,-62*,103,106,75,108,99,63,67,76
C1CN(CCN2CCOCC2)CCO1,99&102,99,106&102,102&107,127&98,100&95,112&96,106&100,117&106
O=C(O)c1ccccc1Nc1ccccc1,106,97,106,109,108,105,98,109,115
O=C(OC(c1ccccc1)C(OC(=O)c1ccccc1)c1ccccc1)c1ccccc1 (stereo unspecified),84,103,107,89,97,104,106,103,113

(listing goes on)
SMILES	NCI-H522	NCI-H226	NCI-H460	HT29	NCI-H322M	NCI-H23	HCT-15	SW-620	COLO 205
COc1ccc(-c2c(C#N)c(-c3ccco3)nc3c2c(-c2ccccc2)nn3-c2ccccc2)cc1	93	103	108	98	109	105	97	100	115
C#CCOC(=O)[C@H](C)[C@@H]1CC[C@]2(COC(C)=O)CC[C@]3(C)[C@H](CC[C@@H]4[C@@]5(C)CC[C@H](OC(C)=O)C(C)(C)[C@@H]5CC[C@]43C)[C@@H]12	78	75	77	86	101	84	86	86	95
Cc1cc(C)n(-c2nc(-c3cc4ccccc4oc3=O)cs2)n1	93	95	108	100	101	94	99	105	110
COc1cc(OC)c(S(N)(=O)=O)cc1C(C)=O	103	103	107	103	109	106	103	113	119
C(=N\N=C1c2ccccc2-c2ccccc21)/c1ccc2c(c1)OCO2	88	90	103	87	.	79	83	101	76
COc1cccc(C(c2cc3c(cc2O)OCO3)N2CCOCC2)c1OC (stereo unspecified)	95	100	104	106	101	109	97	102	111
CC1(C)CC(=O)C(C(N)=O)C(=O)C1	88	102	114	94	105	101	100	113	107
Cc1ccc(/C=C2\SC(N3CCCCC3)=NC2=O)s1	.	98	.	116	134	104	67	.	128
C=C(C)[C@@H]1CCC[C@]2(C(=O)O)CC[C@]3(C)[C@@H](CC[C@@H]4[C@@]5(C)C/C(=C/c6ccncc6)C(=O)C(C)(C)[C@@H]5CC[C@]43C)[C@@H]12	17	36	5.6*	15	26	21	5.5*	17	6.5*
N#CC1=C2NCCCNc3oc(nc3C#N)Cc3ccccc3CC(=N1)O2	97	92	97	102	94	91	75	51	88
O=c1cc(O)nc[nH]1	106	100	115	120	108	99	115	109	114
Cc1ccc(Nc2cc(N)nc(N)n2)cc1	94	110	101	103	99	91	104	102	105
NC(=O)c1ccccc1C(=O)O	.	97	105	112	118	108	102	107	111
O=C(O)c1ccc(-n2cc(CNc3ccc(Cl)cc3)c(-c3ccccc3)n2)cc1	76	99	89	102	.	98	71	93	98
COC(=O)c1c[nH]c2cc(OC(C)C)c(OC(C)C)cc2c1=O	94	93	.	96	.	98	101	105	108
COc1cc(/C=C/C(=O)c2cc(OC)c(OC)c(OC)c2)cc(OC)c1OC	45	76	39	45	78	73	34	60	106
CC(=O)N(C(C)=O)c1ccc(N=Nc2ccccc2C)cc1C	88	91&98	96&95	123&102	107&132	82&98	101&93	101&97	136&128
CCOc1ccc(Cn2c(-c3nonc3N)nc3ccccc32)cc1OCC	60	94	82	83	65	89	89	93	94
Oc1c(-c2cc(C(F)(F)F)[nH]n2)cc(Cl)c(OCc2ccc(Cl)cc2)c1-c1ccc(Cl)c(C(F)(F)F)c1	-2.6*	-13*	7.7*	7.0*	8.7*	6.0*	-12*	8.4*	-39*
COC(=O)c1ccc(NC(=O)CSc2nc3ccccc3s2)cc1	101	.	103	108	96	97	98	95	101
C[C@@H]1O[C@@H](O[C@H]2[C@@H](OC(=O)[C@]34CCC(C)(C)C[C@H]3C3=CC[C@@H]5[C@@]6(C)C[C@H](O)[C@H](O[C@@H]7O[C@H](CO)[C@@H](O)[C@H](O)[C@H]7O)[C@@](C)(CO)[C@@H]6CC[C@@]5(C)[C@]3(C)C[C@H]4O)OC[C@@H](O)[C@@H]2O)[C@H](O)[C@H](O[C@@H]2OC[C@@H](O)[C@H](O[C@@H]3OC[C@](O)(CO)[C@H]3O[C@@H]3OC[C@@H](O)[C@H](O)[C@H]3O)[C@H]2O)[C@H]1O[C@@H]1OC[C@](O)(CO)[C@H]1O	30	99	110	60	56	49	86	75	2.0*
C=CCSc1ccc(C)cc1	89	99	105	106	96	97	101	105	115
CC(C)(C)CC(C)(C)NS(=O)(=O)NC(C)(C)CC(C)(C)C	93	102	105	101	103	81	94	96	100
O=c1cc(-c2ccccc2)oc2cc(OCCCNCc3ccccc3)cc(O)c12	-63*	46	-53*	-60*	31	-91*	-67*	-14*	-88*
O=C(Oc1ccc[nH]c1=O)c1cccc(Cl)c1	95	109	100	97	100	96	91	115	84
O=c1[nH]c2nnc(/C=C/c3ccco3)c(=O)n2nc1/C=C\c1ccco1	85	97	110	114	99	107	110	103	174
O=C(O)CCCN1C(=O)/C(=C/c2cn(-c3ccccc3)nc2-c2cccc([N+](=O)[O-])c2)SC1=S	92	66	29	101	48	78	38	71	118
COc1cc2nc3cc([N+](=O)[O-])ccc3c(NCCNCC(C)(C)O)c2cc1OC	-40*	-4.6*	-39*	-12*	-3.8*	-34*	17	-15*	-70*
Nc1nc(Nc2ccccc2SSc2ccccc2Nc2nc(N)nc(-c3ccc(C(F)(F)F)cc3)n2)nc(-c2ccc(C(F)(F)F)cc2)n1	80	55	40	93	89	31	17	80	86
CC(=O)N(C)c1cc([N+](=O)[O-])ccc1OCc1ccccc1	100	106	104	103	123	101	105	97	104

Profiles, looked up by structure:
Record of `O=c1[nH]c2nnc(/C=C/c3ccco3)c(=O)n2nc1/C=C\c1ccco1` → NCI-H522: 85; NCI-H226: 97; NCI-H460: 110; HT29: 114; NCI-H322M: 99; NCI-H23: 107; HCT-15: 110; SW-620: 103; COLO 205: 174
Record of `C=CCSc1ccc(C)cc1` → NCI-H522: 89; NCI-H226: 99; NCI-H460: 105; HT29: 106; NCI-H322M: 96; NCI-H23: 97; HCT-15: 101; SW-620: 105; COLO 205: 115

Further compounds
SMILES	NCI-H522	NCI-H226	NCI-H460	HT29	NCI-H322M	NCI-H23	HCT-15	SW-620	COLO 205
CC(=O)O[C@H]1CC[C@]2(C)[C@H]3CC[C@@H]4[C@H]5[C@H](C(C)C)CC[C@]5(C(=O)NCCN=C(N)N)CC[C@@]4(C)[C@]3(C)CC[C@H]2C1(C)C	79	107	78	83	78	82	94	87	112
CCCCOC(=O)c1ccccc1C(=O)OC(C)C(=O)OCCCC (stereo unspecified)	92	93	104	120	105	103	115	103	107
COc1ccc(-c2onc(N)c2-c2cc(OC)c3c(c2)OCO3)cc1	9.8*	77	15	7.0*	.	44	24	17	12
Fc1ccc2nc3c(cc2c1)CSc1nnc(-c2ccc[nH]c2=S)n1N3	87	93	105	108	106	93	104	93	115
NS(=O)(=O)c1ccc(CN2C(=O)CCC2=O)cc1	91	101	115	101	.	98	105	113	109
CC(C)(C)C(=O)/C=c1/[nH]c(=O)/c(=C/c2ccc(O)cc2)s1	77	93	105	102	96	91	83	130	102
O=C(Oc1ccccc1)c1ccc(Cl)cc1	110	98	109	99	100	101	106	105	120
Clc1ccc(C2=Nn3c(nnc3-c3cc(Cl)cc(Cl)c3Cl)SC2)cc1	21	75	16	6.4*	71	66	32	19	40
CNC(=O)c1cc(N2CCc3cc(NC(=O)Nc4ccc(N5CCN(C)CC5)c(C(F)(F)F)c4)ccc32)ccn1	103	99	63	22	97	88	29	3.7*	104
CC(c1ccccc1)C(C#N)c1ccccc1 (stereo unspecified)	92	106	117	105	121	102	103	111	111
NS(=O)(=O)c1ccc(C2C3=C(CCCC3=O)OC3=C2C(=O)c2ccccc2C3=O)cc1 (stereo unspecified)	-74*	-57*	-71*	-29*	6.6*	-31*	2.2*	-45*	-80*
Cc1ccccc1NC(=O)N(O)C1(C#N)CCCCC1	112	110	112	117	119	98	103	113	117
O=C(c1ccccc1)N(C(=O)c1ccccc1)N1CCCC1	.	93	106	102	.	96	107	100	110
COc1ccc(NC2=C(Cl)C(=O)C(C)=C(C)C2=O)cc1OC	85	93	96	101	101	.	96	101	110
COc1ccc(CNC(=O)C(O)C(Cc2ccccc2)NC(=O)c2[nH]c3ccccc3c(=O)c2C)cc1 (stereo unspecified)	94	110	103	101	102	99	104	106	118
CC(C)C(=O)Nc1cccc(C(=O)NC(=S)Nc2ccc(C(=O)O)cc2)c1	90[100 µM]	89[100 µM]	109[100 µM]	116[100 µM]	117[100 µM]	99[100 µM]	120[100 µM]	107[100 µM]	127[100 µM]
O=C(CN(C(=O)c1ccccc1)C(=O)c1ccccc1)OCc1ccccc1	104	100	107	111	109	103	105	102	100
CC(=O)C1=C(C)NC(SCc2nnc(-c3ccc(Cl)cc3)o2)=NC1c1ccc(Cl)cc1 (stereo unspecified)	79	89	99	106	88	96	89	105	98
NS(=O)(=O)c1ccc(NC(=O)CSc2ccc(-c3ccc(Cl)cc3)nn2)cc1	93	91	102	129	106	89	96	121	108
CCCC/C=C(\C)C(C)(C#N)C(=O)OCC (stereo unspecified)	94	105	102	97	109	99	.	95	105
Cc1cc(=O)n2c(C(=O)N/N=C/c3ccncc3)nn(-c3ccc(S(N)(=O)=O)cc3)c2n1	96	107	104	107	103	107	104	99	105
CCOc1ccc(N2C(=O)C(=O)C(C#N)(c3nc4ccccc4o3)C(=O)C2=O)cc1	103	95	109	113	92	98	101	108	115
CCCCCCCCc1cc[n+](CC(=O)c2ccc(Br)cc2)cc1	-91*	54	-85*	-89*	96	50	47	-34*	-90*

Screens (PubChem)
